Screening data as filed in PubChem.
E coli Lon inh: inhibitors of E. coli Lon protease | P0A9M0 | purified E. coli Lon protease, fluorescence polarization | inhibition, % at 7.94 µM | actives 0.42% (n = 360,000); in the data active = inhibition above about 13%, passing the limit was not always enough;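 note: 0% = enzyme with probe and DMSO and 100% = no enzyme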
FAS-TE inh: FAS thioesterase (human) inhibition. actives 0.67% (n = 360,000). inhibition, % at 15 µM. AID 602261. recombinant FAS-TE, OMFH fluorogenic substrate, fluorescence endpoint;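 active = compounds whose normalised, plate-corrected inhibition of enzyme fluorescence in the single-dose primary screen is 50% or more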;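 note: 0% = DMSO with enzyme and 100% = substrate without enzyme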
MLLE-PAM2 inh: blocks PAM2 peptide binding to the PABP1 MLLE domain; inhibition, % at 20 µM; actives 0.36% (n = 360,000); GST-MLLE / FITC-PAM2 fluorescence polarization; AID 588489; P11940; in the data active = inhibition above about 35%, passing the limit was not always enough;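 note: plate controls were DMSO wells with GST-MLLE for no effect and wells lacking GST-MLLE protein for full effect; some results filed as inactive read as strong as hits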
Target sequence (P11940 whole entry, looked up, the tested form may be a part): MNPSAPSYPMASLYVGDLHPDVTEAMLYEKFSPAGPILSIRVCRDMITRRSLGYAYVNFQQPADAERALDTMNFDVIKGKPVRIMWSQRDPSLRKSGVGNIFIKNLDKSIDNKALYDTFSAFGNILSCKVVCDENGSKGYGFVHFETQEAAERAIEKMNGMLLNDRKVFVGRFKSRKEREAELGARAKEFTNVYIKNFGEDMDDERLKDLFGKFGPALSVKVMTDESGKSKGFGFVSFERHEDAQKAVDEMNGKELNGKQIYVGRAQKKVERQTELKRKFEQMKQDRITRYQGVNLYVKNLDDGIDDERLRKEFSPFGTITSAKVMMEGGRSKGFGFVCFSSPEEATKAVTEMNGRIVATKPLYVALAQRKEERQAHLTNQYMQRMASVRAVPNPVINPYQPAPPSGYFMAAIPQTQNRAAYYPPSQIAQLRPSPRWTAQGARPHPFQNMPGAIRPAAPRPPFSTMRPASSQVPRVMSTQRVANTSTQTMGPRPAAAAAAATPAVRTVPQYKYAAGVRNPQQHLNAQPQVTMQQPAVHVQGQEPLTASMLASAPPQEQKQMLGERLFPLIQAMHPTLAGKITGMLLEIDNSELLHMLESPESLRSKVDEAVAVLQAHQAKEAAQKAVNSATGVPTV
CendR NRP1 mod: NRP-1/CendR interaction modulation. inhibition, % at 25 µM. O14786. FAM-RPARPAR peptide binding to NRP-1, fluorescence polarization. AID 602438. actives 0.85% (n = 360,000);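 active = inhibition or corrected inhibition above about 18%, plus a signal ratio from 0.5 to 1.5, limit read from the data, passing the limit was not always enough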; note: strong numbers were not always called active
bovine MsrA act: bovine methionine sulfoxide reductase A activation; activation, % at 10.6 µM; AID 602163; purified bovine MsrA, absorbance read-out; actives 0.3% (n = 360,000); in the data active = activation above about 7.5%;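 note: 0% = vehicle and 100% = reference activator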
Tb MetRS inh: blocks T. brucei methionyl-tRNA synthetase activity; purified T. brucei MetRS, ATP depletion, Kinase-Glo luminescence; inhibition, % at 11.9 µM; actives 0.4% (n = 360,000);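 active = inhibition above a per-plate cutoff of the control wells' mean inhibition plus 3 SD, cut at about 5.5% in these data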;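 note: 0% = DMSO wells median and 100% = median of wells with control inhibitor compound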
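technique = Kinase-Glo luminescence, ATP depletion format | system = purified MetRS (methionyl-tRNA synthetase) enzyme from Trypanosoma brucei | timing = 15 min preincubation, 2 h reaction, all 25 °C | evaluation = percent inhibition versus plate control medians | dosing = single dose, 11.9 µM final nominal, 0.9% final DMSO | also added = substrates ATP, L-methionine and bulk Escherichia coli tRNA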
SKN-1 inh: C. elegans SKN-1 inhibition | C. elegans VP596 Pgst-4::GFP/RFP ratio, acrylamide-induced, 24 h | inhibition, % at 21.8 µM | actives 0.49% (n = 360,000);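 active = interference check ratio from 0.5 to 1.5 plus GFP to RFP signal ratio inhibition reaching or exceeding a fixed threshold, cut at about 30% in these data, passing the limit was not always enough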; note: some compounds called inactive have numbers as strong as hits
MT1-MMP act inh: blocks activation of human MT1-MMP | HT1080 RFP-PRO-GFP cells, GFP/RFP ratio fluorescence, overnight; percent of plate control window, DMSO zero | GFP/RFP ratio change, % at 20 µM | AID 651647 | actives 0.061% (n = 360,000) | P50281;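 active = GFP/RFP ratio change of at least 30% with cell ATP level not reduced by more than half and red fluorescence within 50% of control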; note: strong numbers were not always called active
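system = RFP-PRO-GFP reporter HT1080 cells | dosing = 20 µM single dose, 1% DMSO | timing = overnight cell settling, then overnight compound exposure, 37 °C, 5% CO2 | read-out basis = GFP/RFP fluorescence ratio | controls = DMSO and RFP-L50D-GFP cell wells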
MsrA inh: inhibitors of bovine MsrA | actives 0.75% (n = 360,000) | purified bovine MsrA, absorbance read-out | AID 651718 | inhibition, % at 15.5 µM; in the data active = inhibition above about 4.5%;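 note: 0% = vehicle wells with enzyme and 100% = reference inhibitor wells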
* = called active by the depositor; . = not tested or not shown. An unsorted share of the library; any-hit rate near 4%.

no.	Compound	E coli Lon inh	FAS-TE inh	MLLE-PAM2 inh	CendR NRP1 mod	bovine MsrA act
1	Cc1n[nH]c(C)c1-c1nc2ccccc2[nH]1	-8	-17	10	-19	-11
2	NS(=O)(=O)c1ccc(CNC(=O)/C=C/c2cccc([N+](=O)[O-])c2)cc1	1	6	16	3	-2
3	CCOc1ccc(OCc2ccc(C(=O)O)o2)cc1	-7	-2	13	0	1
4	Cn1cc(/C=C2/SC(=O)N(CC(=O)Nc3ccc4c(c3)OCO4)C2=O)c2ccccc21	-10	1	0	0	-6
5	CCN1CCCC1CNC(=O)c1cc2c(OC)cccc2[nH]1 (centres undefined)	-3	-7	-15	-20	-4
6	CC(=O)c1cccc(NC(=O)c2cccc(N3C(=O)c4ccccc4C3=O)c2)c1	-12	3	-9	-2	-2
7	COc1ccccc1OCc1nn[nH]n1	3	-4	-5	-3	-1
8	O=c1c(O)c(-c2ccc(O)cc2)oc2cc(O)cc(O)c12	-13	0	7	-8	-14
9	COc1ccc(C(=O)N2CCN=C2SCc2cccnc2)cc1OC	-4	-7	2	-5	-8
10	COc1ccc(CCNC(=O)c2cnc3n(c2=O)CCS3)cc1OC	-4	-13	8	-2	-3

no.	Tb MetRS inh	SKN-1 inh	MT1-MMP act inh	MsrA inh
1	-1.2	14	3	-0.9
2	-0.1	4	1	-1.0
3	0.1	-1	-1	0.0
4	-1.0	6	5	-0.9
5	-1.4	-10	0	3.1
6	-0.6	12	-1	-0.1
7	-0.6	5	-3	-0.3
8	0.1	3	-10	2.5
9	-0.7	-10	-1	0.0
10	-0.9	-12	0	0.4

Single records, as listed above. Values in the order: E coli Lon inh, FAS-TE inh, MLLE-PAM2 inh, CendR NRP1 mod, bovine MsrA act, Tb MetRS inh, SKN-1 inh, MT1-MMP act inh, MsrA inh
Results for COc1ccc(C(=O)N2CCN=C2SCc2cccnc2)cc1OC : -4, -7, 2, -5, -8, -0.7, -10, -1, 0.0
Results for NS(=O)(=O)c1ccc(CNC(=O)/C=C/c2cccc([N+](=O)[O-])c2)cc1 : 1, 6, 16, 3, -2, -0.1, 4, 1, -1.0
Results for CC(=O)c1cccc(NC(=O)c2cccc(N3C(=O)c4ccccc4C3=O)c2)c1 : -12, 3, -9, -2, -2, -0.6, 12, -1, -0.1
Results for CCN1CCCC1CNC(=O)c1cc2c(OC)cccc2[nH]1 (centres undefined) : -3, -7, -15, -20, -4, -1.4, -10, 0, 3.1
Results for COc1ccccc1OCc1nn[nH]n1 : 3, -4, -5, -3, -1, -0.6, 5, -3, -0.3

Further compounds follow.
no.	Compound	E coli Lon inh	FAS-TE inh	MLLE-PAM2 inh	CendR NRP1 mod	bovine MsrA act
11	CCOC(=O)CCC(NC(=O)CCCCC(=O)NC(CCC(=O)OCC)C(=O)OCC)C(=O)OCC (centres undefined)	3	-6	1	-3	-3
12	COc1ccc(CNC(=O)c2ccc(N3CCC4(CC3)CC(c3ccc(Cl)cc3)=NO4)c([N+](=O)[O-])c2)cc1	1	37	-4	7	1
13	COc1cc(NC(=O)c2cc(C)nc3ccccc23)cc(OC)c1OC	1	-1	-18	1	-4
14	NS(=O)(=O)c1ccc(CCNC(=O)CN2CCN(Cc3cccc4ccccc34)CC2)cc1	6	-3	-13	-12	0
15	Cc1occc1C(=O)NNC(=S)Nc1ccccc1	1	-10	4	-1	-8
16	COc1ccc(C2C(C(=O)N3CCOCC3)CCC(=O)N2c2cc(OC)c(OC)c(OC)c2)cc1 (centres undefined)	4	-6	0	-4	-2
17	Cc1ccc(NCc2nnc(SCC(=O)O)n2Cc2ccccc2)cc1Cl	-2	-2	-16	3	-9
18	COC(=O)[C@]12CCCCC=C1N(CCC1=CCCCC1)C(=O)[C@H](CC(=O)NCc1ccc(OC)c(OC)c1)C2	4	3	.	10	-2
19	CCOc1ccc(C2NC(=O)CCC2[N+](=O)[O-])cc1 (centres undefined)	0	-5	1	-14	-3
20	CCOc1c2ccc(C(=O)NCc3ccc(OC)cc3)cc2nn1CCOC	1	-8	2	1	-1

no.	Tb MetRS inh	SKN-1 inh	MT1-MMP act inh	MsrA inh
11	-0.2	1	2	1.5
12	0.3	14	3	0.1
13	0.0	5	4	-1.3
14	-0.5	-6	3	1.1
15	-1.0	-14	6	-0.7
16	-0.1	-1	2	0.7
17	-0.8	-6	2	0.6
18	-0.1	-3	1	-0.1
19	0.0	-3	-5	0.1
20	-0.3	5	5	-0.8

Additional results follow.
no.	Compound	E coli Lon inh	FAS-TE inh	MLLE-PAM2 inh	CendR NRP1 mod	bovine MsrA act
21	COc1ccc(C2C3=C(CC(C)(C)CC3=O)Nc3c2c(=O)[nH]c2nc(C)nn32)cc1 (centres undefined)	1	-6	3	-10	1
22	Cn1c(COc2ccccc2)nnc1SCC(=O)Nc1ccc(N2CCOCC2)cc1	-3	-5	-6	2	-3
23	COc1ccc(S(=O)(=O)Nc2nc3ccccc3nc2NCc2ccc3c(c2)OCO3)cc1	2	7	-5	-7	-4
24	Cc1cccc(OCC(=O)Nc2ccc3c(c2)nc(CCN2CCCCC2)n3C)c1	3	-2	-18	7	0
25	COc1ccc(C(=O)Nc2ccc3nc(C)sc3c2)cc1OC	2	0	10	-15	-4
26	COc1cccc(Cn2cc(-c3cccc(C(F)(F)F)c3)nn2)c1	7	29	6	1	-5
27	O=C(Nc1ccc(F)cc1F)c1cc2ccccc2oc1=O	-7	-5	-14	16	-2
28	COC(=O)c1ccc2nc(NC(=O)CCS(=O)(=O)c3ccccc3)sc2c1	3	-7	-6	-6	-11
29	CCOc1ccc2nc(C(C)O)[nH]c2c1 (centres undefined)	-3	-11	6	-11	0
30	COC(=O)CSc1nc(NC(C)(C)C)nc(N(C)C)n1	2	0	3	-9	-7

no.	Tb MetRS inh	SKN-1 inh	MT1-MMP act inh	MsrA inh
21	0.1	-9	-2	1.2
22	0.0	-3	0	1.2
23	0.5	2	4	-0.1
24	0.5	10	-1	-0.3
25	-0.3	-2	2	0.9
26	-0.3	2	2	-1.9
27	-0.6	0	-1	0.2
28	-0.5	-1	-4	-1.1
29	-0.2	9	0	0.6
30	-1.3	7	2	0.5

Next section:
no.	Compound	E coli Lon inh	FAS-TE inh	MLLE-PAM2 inh	CendR NRP1 mod	bovine MsrA act
31	O=C(O)CC1CCS(=O)(=O)C1 (centres undefined)	7	-8	1	1	-10
32	COc1ccc(OC)c(Nc2nc3ccccc3n3cnnc23)c1	-38	2	-8	8	-1
33	CN1CCc2c(sc(NC(=O)c3ccc(S(=O)(=O)N4CCCCCC4)cc3)c2C(N)=O)C1	-192	-23	-95	-96	-6
34	CCOC(=O)c1c(O)cc(C)cc1Nc1ccccc1	2	16	-2	-24	-2
35	CC[C@@]1(c2ccccc2OC)C(=O)N(C(=O)OC)N1C(=O)OC	-5	-6	3	15	-5
36	CSCCNC(=O)c1ccc(OC2CCN(CCc3ccccc3)CC2)cc1	-2	-2	-2	3	-4
37	CCCCCCCCCCn1c2c(c(=N)c3c1CCC3)CCC2	0	-6	4	7	4
38	CCC(CCC(=O)Nc1ccn(-c2ccccc2)n1)C(=O)O (centres undefined)	2	-3	6	6	-1
39	O=C(O)c1cc([N+](=O)[O-])c(Sc2nc3ccccc3[nH]2)c([N+](=O)[O-])c1	0	8	-59	-3	-3
40	Cc1ccc(NC(=O)CSc2nc3ccccc3c(=O)n2CCCC(=O)NCCCN2CCOCC2)cc1C	10	8	2	5	-6

no.	Tb MetRS inh	SKN-1 inh	MT1-MMP act inh	MsrA inh
31	-1.1	-21	-3	0.3
32	-0.6	-3	8	0.3
33	-0.2	12	-71	.
34	-0.4	4	0	1.0
35	-0.1	-5	4	.
36	-0.6	2	-1	-1.0
37	0.0	33	-26	-0.7
38	0.3	15	-1	1.6
39	-1.4	0	2	0.0
40	-0.6	-5	3	-0.1

Following part:
no.	Compound	E coli Lon inh	FAS-TE inh	MLLE-PAM2 inh	CendR NRP1 mod	bovine MsrA act
41	O=C(CCl)Nc1cc2[nH]c(=O)[nH]c2cc1Br	5	-4	-5	10	-4
42	CCCN(CCC)CCCOC(=O)c1ccc(Cl)cc1Cl	4	-3	3	-4	-2
43	Nc1c(/C=C2/C=CC(=O)C(O)=C2)c(=O)nc2sc(CC(=O)N3CCCC3)nn12	-25	-5	-34	-94	-3
44	Cc1sc(NC(=S)NC(=O)c2cccs2)nc1-c1ccc(C(C)C)cc1	-4	5	17	6	-3
45	CCOc1cc(/C=N/NC(N)=O)cc(Br)c1OCc1ccccc1	9	15	3	-2	-3
46	CSc1ncc(S(=O)(=O)c2ccccc2)c(=O)[nH]1	-4	-5	2	-47	-2
47	CCOC(=O)CSC1=C(C#N)C(c2ccc(C)o2)CC(=O)N1 (centres undefined)	1	-5	11	6	1
48	O=C(CCC(=O)N1CCN(c2ccccc2F)CC1)N1CCN(c2ccccc2)CC1	6	-3	11	-3	-10
49	CCOc1ncccc1C(=O)Nc1ccc2c(c1)OCCCO2	-5	0	-1	-10	-9
50	O=c1cc(-c2ccccc2)nc(SCc2ccc(Cl)cc2)[nH]1	-2	-5	-3	-15	0

no.	Tb MetRS inh	SKN-1 inh	MT1-MMP act inh	MsrA inh
41	-0.1	2	-6	0.5
42	-0.3	19	-1	2.3
43	-0.1	0	-15	0.9
44	-0.6	13	10	-0.6
45	-0.1	-2	6	0.2
46	-0.1	1	-1	0.1
47	-0.2	0	17	-0.2
48	-0.8	-17	2	-0.1
49	-0.7	11	-7	1.6
50	-0.2	9	3	0.3

(next part)
no.	Compound	E coli Lon inh	FAS-TE inh	MLLE-PAM2 inh	CendR NRP1 mod	bovine MsrA act
51	CCN(CC)C(=O)C1=C(C)Nc2nnnn2C1c1cccnc1 (centres undefined)	-2	-7	-4	-2	0
52	O=C(Nc1ccc2c(c1)oc1ccc(S(=O)(=O)N3CCCC3)cc12)C1CC1	-3	2	-3	-69	-8
53	Cc1c(O)ccc2c(=O)c(Oc3ccccc3)coc12	2	-4	0	5	-4
54	CC1=C(C(=O)OC2CCCC2)C(c2ccc(C)o2)C2=C(CC(c3cccs3)CC2=O)N1 (centres undefined)	-1	26	-6	-11	-2

no.	Tb MetRS inh	SKN-1 inh	MT1-MMP act inh	MsrA inh
51	-1.2	8	3	-0.3
52	-1.3	-10	4	-0.5
53	-0.5	13	3	0.5
54	0.7	-12	-21	1.6
